S1P3 ag: activates the human S1P3 receptor; S1P3 NFAT-BLA reporter cells, agonism, FRET ratio; relative to 1 µM S1P, basal subtracted; activation, % at 4.5 µM; actives 0.1% (n = 60,000); AID 373;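 active means activation above the screen-wide mean plus 3 SD, cut at about 4.5% in these data, passing the limit was not always enough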; further: some compounds called inactive have numbers as strong as hits
Target sequence (Q99500 whole entry, looked up): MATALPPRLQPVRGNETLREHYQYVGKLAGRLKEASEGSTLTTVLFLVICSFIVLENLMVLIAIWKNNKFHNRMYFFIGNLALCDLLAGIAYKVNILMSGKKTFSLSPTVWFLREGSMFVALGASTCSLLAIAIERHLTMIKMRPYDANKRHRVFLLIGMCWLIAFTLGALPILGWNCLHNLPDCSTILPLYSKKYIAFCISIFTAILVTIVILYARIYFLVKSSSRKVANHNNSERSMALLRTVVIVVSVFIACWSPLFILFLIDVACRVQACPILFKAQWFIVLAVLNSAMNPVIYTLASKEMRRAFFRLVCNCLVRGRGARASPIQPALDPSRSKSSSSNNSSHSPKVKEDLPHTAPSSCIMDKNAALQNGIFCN
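Measure – % activation relative to 1 µM S1P (100%), per plate · System – stable CHO line with human S1P3, Gα16, NFAT-BLA reporter · Timing – cells plated overnight, compound 4 h 37 °C, substrate 2 h RT · Technique – fluorescent BLA substrate, ex 405 nm, em 460/535 nm ratio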
HTR1E agonist: 5-HT1E (human) receptor agonism; activation, % at 6 µM; CHO 5-HT1E Ga15 NFAT-bla reporter, FRET; 0% DMSO wells, 100% control agonist wells; actives 0.69% (n = 65,000);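 active means activation above a set limit, the screen-wide mean activation plus 3 SD, cut at about 8.5% in these data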;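 further: 100% = positive control agonist at 1 µM giving full maximal response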
Target sequence (P28566 whole entry, looked up): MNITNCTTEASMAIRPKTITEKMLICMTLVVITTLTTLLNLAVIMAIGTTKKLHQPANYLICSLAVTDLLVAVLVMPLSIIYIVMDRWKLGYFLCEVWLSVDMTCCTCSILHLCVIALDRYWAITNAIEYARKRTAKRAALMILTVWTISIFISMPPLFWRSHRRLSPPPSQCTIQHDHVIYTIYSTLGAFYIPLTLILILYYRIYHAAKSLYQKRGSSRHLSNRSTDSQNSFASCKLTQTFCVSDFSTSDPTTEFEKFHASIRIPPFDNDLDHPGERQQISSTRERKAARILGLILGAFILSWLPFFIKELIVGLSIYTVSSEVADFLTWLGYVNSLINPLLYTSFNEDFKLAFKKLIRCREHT
5-HT1A blocker: 5-HT1a (human) receptor antagonism; P08908; CHO 5-HT1a Ga15 NFAT-bla reporter, antagonist mode; inhibition, % at 10 µM; actives 0.68% (n = 62,000); AID 612;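 active means inhibition above the mean of all tested compounds plus 3 SD, cut at about 43% in these data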;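 further: receptor stimulated by 5-CT agonist at 100 nM near EC80; beta-lactamase reporter measured by ratiometric fluorescence of a cleavable substrate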
Jurkat viability: reduces viability or proliferation of Jurkat cells. actives 1.2% (n = 56,000). Jurkat E6.1 viability, ATP luminescence, 48 h. inhibition, % at 4 µM. AID 463;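 active means inhibition above the mean inhibition of all tested compounds plus 3 SD, cut at about 28% in these data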
HTR1A agonist: activates the human 5-HT1a serotonin receptor. P08908. CHO 5-HT1a Ga15 NFAT-bla reporter, FRET ratio; 0% basal, 100% maximal reference agonist. activation, % at 10 µM. actives 0.56% (n = 65,000);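 active means activation above the screen-wide mean activation plus 3 SD, cut at about 19% in these data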;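 further: 0% = DMSO wells and 100% = 5-CT at EC100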
S1P1 ag-PAM: agonists and agonism potentiators of human S1P1 receptor. P21453. S1P1 CRE-bla cells, forskolin, beta-lactamase FRET, potentiator mode; S1P1 agonist co-added at EC20, 2 nM; 100% = saturating reference agonist, 0% = basal. AID 449. actives 0.57% (n = 56,000). activation, % at 9.5 µM;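 active means activation above a cutoff set at the mean activation of all tested compounds plus 3 SD, cut at about 54% in these data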;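 further: forskolin at 4 µM as EC80 and the EC20 agonist is SEW2871; 100% = SEW2871 at its EC100 plus forskolin at EC80; some compounds past the cut are filed as inactive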
HEK293 NFkB inh: lowers PMA/ionomycin-induced NF-kB signal in HEK293 cells; HEK-293 NF-kB luciferase reporter, luminescence; inhibition, % at 3 µM; actives 0.21% (n = 62,000); AID 465;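 active means inhibition above the mean of all tested compounds plus 3 SD, cut at about 40% in these data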;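 further: 0% = stimulated DMSO wells and 100% = 10 µM reference inhibitor 5653914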
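Material: HEK-293 cells with stable firefly luciferase reporter driven by four HIV NF-kB elements / Also added: PMA plus ionomycin mix as NF-kB-activating stimulus / Compound dosing: 3 µM once, 0.30% DMSO / Times: 1 h pretreatment, 16 h stimulation, 37 °C / Signal: luminescence / Evaluation: per-plate % inhibition versus controls / Benchmarks: DMSO and 10 µM reference inhibitor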
HTR1E antagonist: antagonists of human 5-HT1E serotonin receptor | CHO 5-HT1E Ga15 NFAT-bla reporter, FRET, antagonist | inhibition, % at 6 µM | actives 0.99% (n = 65,000);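 active means inhibition above a set limit, the mean inhibition across every tested compound plus 3 SD, cut at about 29% in these data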;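 further: signal is the 460 over 535 nm emission ratio of beta-lactamase substrate; 0% = agonist plus DMSO wells and 100% = wells without agonist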
D1 allo mod: allosteric modulators of human D1 dopamine receptor | HEK293 D1, CRE-luciferase, dopamine EC30 potentiation; actives deviate in either direction | B-score at 10 µM | actives 5.9% (n = 58,000) | AID 641;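 active means luminescence count or its row- and column-corrected plate score outside the 99.7% band of the plate's sample wells, on either side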
Numbers without * were called inactive; · = not tested or not shown.

SMILES	S1P3 ag	HTR1E agonist	5-HT1A blocker	Jurkat viability	HTR1A agonist	S1P1 ag-PAM	HEK293 NFkB inh	HTR1E antagonist	D1 allo mod
COc1ccccc1N1CCN(c2ccc(-c3ccccc3)nn2)CC1	·	-0.2	38	·	-1.2	·	8	51*	-5.4*
COc1ccc(C2c3c(oc4ccccc4c3=O)C(=O)N2CCN2CCOCC2)cc1OC (stereo not drawn)	-0.2	-0.7	-3	1	0.3	-16	18	-9	0.95
O=C(NCCc1ccccc1F)C1CCCN1S(=O)(=O)c1ccccc1 (stereo not drawn)	-0.9	0.1	1	0	-0.8	-16	3	-8	-0.54
Cc1ccc(S(=O)(=O)N2CCCC2C(=O)Nc2nc3c(s2)CCCC3)cc1 (stereo not drawn)	-0.7	0.2	-7	6	0.3	·	18	2	-0.1
Clc1ccc(OCCn2cnc3ccccc32)cc1	-1.6	-1.2	17	5	-1.4	·	6	10	-1.4
CCN1CCN(Cc2nc3c(c(=O)n(C)c(=O)n3C)n2Cc2ccccc2Cl)CC1	-1.4	-0.9	-4	-8	-1.4	-4	-11	5	-0.13
Cc1nc(NC2=NCN(Cc3cccnc3)CN2)nc2c(C)cccc12	-0.1	-1.2	5	2	-0.7	5	15	10	·
Cc1ccc(C(=O)COC(=O)c2cnccn2)cc1	-0.8	0.2	-2	2	2.1	·	21	-8	0.049
CCOC(=O)c1ccc2[nH]c3c(c2c1)CN(C)CC3	-1.6	0.7	-18	0	-4.6	1	-4	-7	-1.2
CCN1C2=NCCCN2c2ccccc21	-1.2	0.0	6	4	-1.9	-11	8	2	-0.65
CCOc1ccc(N(CC(=O)NCCSc2ccccn2)S(C)(=O)=O)cc1	-0.5	-0.2	-9	9	-0.8	·	7	8	0.8
COc1ccc(Cn2c(=O)[nH]c3cc(C(=O)N4CCN(Cc5ccccc5)CC4)ccc3c2=O)cc1	·	0.0	25	·	-0.7	·	13	-11	-1.2
COc1ccc(C(C#N)C2(C)OCCO2)cc1OC (stereo not drawn)	0.1	-0.2	1	-5	-4.2	-10	2	17	10*
CCOC(=O)CC1C(=O)NCCN1Cc1cccc(C(F)(F)F)c1 (stereo not drawn)	0.7	0.1	-17	-5	-0.8	-1	9	7	-0.48
O=C(O)C1OC(C(=O)O)C2C1C(F)(F)C2(F)F (stereo not drawn)	-1.4	-0.7	-5	4	0.1	14	6	6	-1.6
CC(=O)N[C@H]1C[C@@H]1c1ccccc1	-3.7	0.0	·	·	3.0	18	·	-1	·
CC(=O)C(Sc1nc(NC(C)(C)C)nc(N(C)C)n1)C(C)=O	·	-0.3	-12	·	-0.1	·	15	-10	1.1
O=C1CC(N2CCC(C(=O)N3CCCCC3)CC2)C(=O)N1 (stereo not drawn)	-0.4	0.0	-18	2	0.2	·	13	2	0.4
CCCC(=NCC(=O)O)C1=C(O)C(C(=O)OC)C(C)(C)CC1=O (stereo not drawn)	0.6	-0.4	6	-7	-2.7	-26	10	-5	0.43
CC(C)CC(c1nnnn1C(C)(C)C)N1CCN(C2CCCC2)CC1 (stereo not drawn)	-0.6	2.0	23	-7	0.3	-20	0	-5	-0.74
CCCCCCC(c1c(C)n(C)n(-c2ccccc2)c1=O)c1c(C)n(C)n(-c2ccccc2)c1=O	-1.0	0.4	11	0	2.6	36	12	12	-0.63
Cc1cccc(OCc2n[nH]c(=S)o2)c1	-0.9	-0.7	1	5	-1.9	4	16	-7	-1.1
Cc1noc(/C=C/N(C)C)c1S(=O)(=O)N1CCCC(C(=O)NC2CCCCC2C)C1 (stereo not drawn)	-0.2	0.7	2	-2	-3.6	-40	24	-4	0.11
O=C(CC1SCCNC1=O)Nc1cccc(C(F)(F)F)c1 (stereo not drawn)	-0.4	-1.2	8	0	-2.0	-3	13	9	-0.33
CCOC(=O)c1ccc(NC(=O)CCc2nc(-c3ccccc3Cl)no2)cc1	-0.3	-0.4	-8	2	-1.8	-10	7	-1	-0.3
CC(C)(CNC(=O)c1cccs1)CNC(=O)c1cccs1	-2.1	-0.9	13	-4	0.1	-12	12	-3	0.024
COc1ccc(CCN2C(=O)CC(Nc3ccc(N4CCOCC4)cc3)C2=O)cc1OC (stereo not drawn)	0.3	0.6	-9	-4	0.9	-5	8	2	-1.2
O=C1C(c2ccc(F)cc2)N(Cc2ccc3c(c2)OCO3)C(=O)CN1C1CCCCC1 (stereo not drawn)	·	-0.2	5	·	-0.4	·	19	25	-0.36
Cc1ccc(S(=O)(=O)n2nc(OC(=O)c3ccco3)cc2N)cc1	0.3	-0.2	-6	-3	-2.4	1	22	-5	-0.022
Cn1c(NC(=O)c2ccco2)c(-c2ccccc2)c(=O)c2ccccc21	0.8	0.7	-17	-3	-2.9	-11	-11	-2	0.18
Cc1cc(C(=O)Nc2cccc3ncccc23)no1	-0.6	-0.5	-11	9	-3.8	31	6	12	-0.044
O=C(/C=N/O)NCc1cccnc1	0.0	-0.7	-3	4	-0.6	-11	13	1	0.22
CCNC(=O)CN(CCc1ccccc1)S(C)(=O)=O	-0.5	0.2	-19	0	-1.3	-4	1	5	0.016
CCS(=O)(=O)CCSc1nc2ccccc2o1	0.3	1.0	-9	-9	-0.4	·	8	-1	-0.5
CNC(=O)CSCc1c(Cl)cccc1Cl	-0.9	-1.3	9	1	-2.6	-11	9	8	0.61
COC(=O)c1ccccc1NC(=O)c1sc(=S)n(C)c1N	-0.7	0.3	17	-4	0.3	-21	-4	11	0.011

Shown with each value named: two of the compounds above.
> CNC(=O)CSCc1c(Cl)cccc1Cl
  S1P3 ag = -0.9
  HTR1E agonist = -1.3
  5-HT1A blocker = 9
  Jurkat viability = 1
  HTR1A agonist = -2.6
  S1P1 ag-PAM = -11
  HEK293 NFkB inh = 9
  HTR1E antagonist = 8
  D1 allo mod = 0.61

> COC(=O)c1ccccc1NC(=O)c1sc(=S)n(C)c1N
  S1P3 ag = -0.7
  HTR1E agonist = 0.3
  5-HT1A blocker = 17
  Jurkat viability = -4
  HTR1A agonist = 0.3
  S1P1 ag-PAM = -21
  HEK293 NFkB inh = -4
  HTR1E antagonist = 11
  D1 allo mod = 0.011

Carrying on.
SMILES	S1P3 ag	HTR1E agonist	5-HT1A blocker	Jurkat viability	HTR1A agonist	S1P1 ag-PAM	HEK293 NFkB inh	HTR1E antagonist	D1 allo mod
Cc1ccc(NC(=O)c2cc(C)on2)cc1	-0.7	-1.8	7	-6	-2.4	-2	-26	2	-2.5
CS(=O)(=O)N1CCN(C(=O)C2c3ccccc3Oc3ccccc32)CC1	-1.5	0.0	11	3	-1.7	11	22	-1	0.0074
COC(=O)c1c(NC(=O)CN2CCC(C)CC2)c2c(C)cccc2n1C	-1.1	-1.4	29	2	1.5	13	3	7	0.84
CCN(CC)C(=O)N1c2ccccc2CC(N(CC)CC)c2ccccc21 (stereo not drawn)	0.5	0.0	0	4	1.4	6	10	1	-1.3
O=C(CN1C(=O)c2ccccc2S1(=O)=O)NCc1ccccc1Cl	-1.0	1.1	6	-2	-5.0	-18	-2	-5	0.85
CS(=O)(=O)N1CCN(C(=O)C(Sc2ccccc2)c2ccccc2)CC1 (stereo not drawn)	-1.5	-1.3	0	1	-2.8	8	24	3	0.07
COc1ccccc1N1CCN(C(=O)c2ccc(CS(=O)(=O)c3ccccc3OC)o2)CC1	-0.4	6.1	-49	7	2.2	-2	1	1	-0.39
NS(=O)(=O)c1ccc(NC(=O)COC(=O)CSc2n[nH]c(-c3ccccc3)n2)cc1	-0.6	0.7	5	10	-1.1	-1	9	13	0.22
COc1cccc(C(=O)NCc2nnc(SCC(=O)Nc3nccs3)n2-c2cccc(C)c2)c1	-0.6	0.5	-10	-1	0.0	18	6	10	-0.18
CCOCCCNC(=O)CN1CCN(Cc2ccccc2C)C1=O	-0.2	-1.0	9	-3	-5.0	-6	14	-3	-0.07
O=C(NCc1ccccc1)c1cc(-c2ccco2)on1	-0.8	-0.2	6	3	-1.0	-36	-3	0	0.29
COC(=O)c1cc(Nc2ncnc3c2cnn3-c2ccccc2)cc(C(=O)OC)c1	-1.1	0.4	-8	1	-3.7	0	4	-5	-1.2
COC(=O)C1C(=O)CC(C)(O)C(C(=O)OC)C1c1ccc2c(c1)OCO2 (stereo not drawn)	0.2	-1.0	0	-7	-1.0	-20	23	0	-1.4
COC(=O)c1ccc(C(=O)OC)c(N)c1	1.8	0.5	-11	0	2.6	-26	-4	-4	-0.99
COc1ccc(OC)c(CCNC(=O)C2CCN(c3nnc(-n4cccc4)s3)CC2)c1	-0.8	0.6	5	-4	-0.9	-6	10	-1	-0.6
CCOC(=O)c1c(-c2ccc(C)cc2C)csc1NC(=O)CSc1nnnn1C	-0.2	0.3	-27	28*	-0.1	8	-14	-8	0.51
CCOC(=O)c1c(C)c(C(=O)N2CCCCCC2)c(C)n1CC	-1.1	-0.4	6	0	-1.9	8	9	1	0.14
O=C(C(c1ccccc1)c1ccccc1)N1CCN(Cc2ccccn2)CC1	-0.1	0.6	-30	4	1.9	-5	8	-3	2
O=C(NC(O)C(=O)c1ccccc1)c1cccs1 (stereo not drawn)	-1.0	-0.5	18	3	-0.8	-18	24	3	-0.0077
O=C(Oc1ccccc1C(=O)N1CCOCC1)c1cccc(Br)c1	0.2	-0.6	-6	-7	-1.5	11	8	3	0.054
COc1cc2c(cc1OC)CN(C(=O)CSc1n[nH]c(N)n1)CC2	-0.9	-0.4	-5	4	-2.0	·	11	8	13*
CCN(CCCNC(=O)CC1Oc2ccc(C)cc2NC1=O)Cc1ccccc1 (stereo not drawn)	-0.3	0.1	-8	-2	-2.0	-16	4	-5	-0.13
CS(=O)(=O)N(CC(=O)N1CCN(c2ccccc2)CC1)C1CCCCC1	-0.7	0.7	-7	-2	-0.1	·	11	1	-0.47
CC(c1ccco1)N(C(=O)COc1ccc(Cl)cc1Cl)c1ccccn1 (stereo not drawn)	·	0.0	18	·	1.1	·	8	-1	-7.3*

In the list so far, these have an aryl thioether with sulfur outside any ring.
SMILES	S1P3 ag	HTR1E agonist	5-HT1A blocker	Jurkat viability	HTR1A agonist	S1P1 ag-PAM	HEK293 NFkB inh	HTR1E antagonist	D1 allo mod
CCOc1ccc(N(CC(=O)NCCSc2ccccn2)S(C)(=O)=O)cc1	-0.5	-0.2	-9	9	-0.8	·	7	8	0.8
CC(=O)C(Sc1nc(NC(C)(C)C)nc(N(C)C)n1)C(C)=O	·	-0.3	-12	·	-0.1	·	15	-10	1.1
CCS(=O)(=O)CCSc1nc2ccccc2o1	0.3	1.0	-9	-9	-0.4	·	8	-1	-0.5
CS(=O)(=O)N1CCN(C(=O)C(Sc2ccccc2)c2ccccc2)CC1 (stereo not drawn)	-1.5	-1.3	0	1	-2.8	8	24	3	0.07
NS(=O)(=O)c1ccc(NC(=O)COC(=O)CSc2n[nH]c(-c3ccccc3)n2)cc1	-0.6	0.7	5	10	-1.1	-1	9	13	0.22
COc1cccc(C(=O)NCc2nnc(SCC(=O)Nc3nccs3)n2-c2cccc(C)c2)c1	-0.6	0.5	-10	-1	0.0	18	6	10	-0.18
CCOC(=O)c1c(-c2ccc(C)cc2C)csc1NC(=O)CSc1nnnn1C	-0.2	0.3	-27	28*	-0.1	8	-14	-8	0.51
COc1cc2c(cc1OC)CN(C(=O)CSc1n[nH]c(N)n1)CC2	-0.9	-0.4	-5	4	-2.0	·	11	8	13*
